High-throughput results (PubChem)
FUS suppressor: suppressors of FUS proteinopathy in yeast | Potency, µM (doses to about 76.6 µM), without a hit: at the top dose growth rescue (activation), hits mostly activators | S. cerevisiae FUS-expressing, growth rescue, OD600, 24 h | AID 1347120 | 390,000 compounds, 0.24% hits;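 further: plate controls were DMSO vehicle for no effect and reference control for full effect; nearly all actives have a fitted effect of over 55% in size; some results filed as inactive show a strong effect at the top dose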
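Steps: raffinose overnight preculture; dilution to OD 0.005 in 2% galactose minimal medium; compound addition (concentration series); 24hr at 30C, 99% humidity; absorbance read at 600 nm.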
Abeta rescue: compounds reversing amyloid beta toxicity in yeast; yeast expressing A-beta42, growth rescue, OD600, 48 h; response scale: 0% DMSO, 100% iron-clioquinol control; Potency, µM (titrated, usually from 46.1 µM), inactives show at the highest dose growth rescue, actives largely listed as activators; 410,000 compounds, 0.063% hits; AID 1347071; further: nearly all actives have a fitted effect of over 55% in size
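Growth rescue measured by 600 nm absorbance after 48 h yeast culture at 30 C with compound. Values normalized between DMSO and an equimolar ferric chloride plus clioquinol control.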
Active calls of the source: *; u = inconclusive. The call rests on the fitted dose curve; in most records, active means well fitted activation curve with a large enough effect; inconclusive means small, poorly fitted or top-dose-only effect; inactive means no such curve, though single readings can be large or run the other way. Potency means the concentration at half of the fitted maximal effect.

SMILES	FUS suppressor	Abeta rescue
CCC1CN(C(=O)Nc2cccc3c2CCCC3)c2ccccc2O1 (centres undefined)	-5%	8%
CCN(CC)CCNC(=O)Cn1ncc2c([nH]c3ccccc32)c1=O	-9%	-9%
Brc1ccc(CN2CCc3nc(Nc4ccccc4)ncc3C2)s1	25%	20%
CCOc1ccccc1NC(=O)c1cc(S(=O)(=O)N2CCOCC2)cn1C	-3%	-34%
CC(=O)N1CCOc2cc(S(=O)(=O)NCc3ccccc3Cl)c(Cl)cc21	-10%	5%
COc1ccc(NC(=O)CSc2nnc3scc(-c4ccc(Cl)cc4)n23)cc1	-1%	-2%
O=C(Nc1ccc(-c2nc3ccccc3o2)c(O)c1)c1ccccc1	-28%	-14%
Cc1ccc(CN2CCc3nc(SCC(=O)Nc4cccc(C)c4C)[nH]c(=O)c3C2)cc1	15%	-24%
CCOCCCNC(=O)c1ccc(-n2c(-c3ccccc3)cc3c2CCCCC3)cc1	39%	-2%
COc1cccc(N2CCN(C(=O)CCc3c(C)nc4c(c3C)c(=O)n(C)c(=O)n4C)CC2)c1	-8%	-8%
Cn1nc(C(=O)Nc2cc(F)ccc2F)c2c1-c1ccccc1SC2	1%	-11%
COc1cc(Cl)c(C)cc1NC(=O)c1cnc2c(-c3cccc(C)c3)c(C)nn2c1C	9%	-16%
COc1cccc(C(=O)N2CCC(C(=O)Nc3cccc(Cl)c3)CC2)c1	18%	19%
COc1ccc(C(=O)Nc2nnc(S(=O)(=O)N(CC(C)C)c3ccc(C)cc3)s2)cc1OC	-1%	-12%
CCCC(=O)C1=C(c2ccc(C)cc2)N(C(=O)CCC)n2cnnc2S1	u	-8%
CC(C)c1ccc(NC(=O)c2cnc3sc(N4CCCC4)nn3c2=O)cc1	8%	-10%
FC(F)(F)c1cccc(Nc2c3c(nc4ccc(Cl)cc24)CCC3)c1	-7%	6%
Cc1cc(C)cc(OC(C)C(=O)Nc2nc3c(s2)CCCC3)c1 (centres undefined)	0%	19%
Cc1cc(C)cc(NC(=O)c2ccc3c(c2)nnn3C2CCCC2)c1	-3%	-20%
O=C(CSc1nc(=O)n(Cc2ccncc2)c2c1CCC2)Nc1ccccc1	5%	-11%
CC(C)(C)c1ccc(OCC(=O)Nc2ccc(C(=O)OC3CCCCC3)cc2)cc1	-23%	-10%
CCN(CC)CCNC(=O)CN1C(=O)c2cccnc2Oc2ccc(C)cc21	12%	-10%
Cc1ccccc1NC(=O)CSc1nnc(-c2cccs2)o1	5%	-7%
CCCCCn1c(CCCNC(=O)c2ccccc2)nc2ccccc21	-29%	-11%
COc1ccc(OCc2ccc(-c3nc(C#N)c(N4CCC(C(N)=O)CC4)o3)o2)cc1	2%	0%
Cc1ccc(CNS(=O)(=O)c2cc3c(cc2Cl)NC(=O)CO3)o1	5%	-11%
COC(=O)CC1Oc2ccc(C)cc2-n2cc(-c3ccc(C)cc3)nc21 (centres undefined)	24%	-12%
Cc1cccc(NC(=O)CSc2nc3n[nH]c(C)c3c(=N)n2-c2cccc(Cl)c2)c1	-3%	-9%
CCn1c(CN2CCCCC2)nc2cc(NC(=O)c3cccc([N+](=O)[O-])c3)ccc21	2%	-4%
Cc1ccc(NC(=O)CCCn2c3ccccc3c(=O)c3cc(C)ccc32)c(Br)c1	10%	-5%
CCn1c(=O)cc(SCC(=O)NCc2ccc(F)cc2Cl)c2ccccc21	-5%	-10%
Cc1cc(NC(=O)c2cc(Cl)ccc2Cl)ccc1-c1cc2ccccc2oc1=O	-4%	-21%
Cc1cc(C)cc(NC(=O)C(=O)NCC(c2ccc3c(c2)OCO3)N2CCOCC2)c1 (centres undefined)	-10%	-5%
Cc1ccc(C)c(NC(=O)Cn2c(=O)n(-c3ccc(CC(=O)NCC4CCCO4)cc3)c(=O)c3ccccc32)c1 (centres undefined)	-8%	2%
O=C(NCc1ccccc1)C1CCN(S(=O)(=O)c2ccc3[nH]c(=O)ccc3c2)CC1	-11%	0%
CCC1=Nc2cc(C(=O)NC3CCCC3)ccc2Sc2ccc(Br)cc21	21%	-30%
CC(C)(C)c1ccc(-c2nc(NC(=O)CSc3ncnc4sc5c(c34)CCCC5)ns2)cc1	7%	-3%
Cc1cc(C)cc(OCC(=O)N(Cc2ccc(Cl)cc2)C2CCS(=O)(=O)C2)c1 (centres undefined)	32%	-6%
CCC(C(=O)Nc1c(C)cc(C)cc1C)n1c(=O)c(-c2ccccc2NC(C)=O)nc2ccccc21 (centres undefined)	-7%	-6%
CCOc1ccc(-c2ccc(NS(=O)(=O)c3cc(C)c(C)cc3C)cc2)nn1	44%	13%
COc1ccc(-c2c3c(=O)n(C)c(=O)n(C)c3c3c(-c4cccc(C)c4)nc4ccccc4n23)cc1	16%	11%
CCOc1ccc(NC(=O)C(=O)NCCc2csc3nc(-c4ccccc4F)nn23)cc1	-3%	-8%
Cc1cccc(-n2c(=O)c3c(c4cc(C)ccc4n3C)n(Cc3ccccc3F)c2=O)c1	-2%	-9%
CCOc1ccc(OCC(=O)Nc2nnc3n2CCS3)cc1	3%	-14%
CC(=O)Nc1cccc(NC(=O)CN2C(=O)CCSc3ccccc32)c1	-2%	-15%
CCCc1nn2c(=O)cc(COC(=O)c3ccc(NC(=O)COc4ccccc4F)cc3)nc2s1	16%	-15%
Cc1ccc(C)c(Nc2cc(C(=O)NC3CCCC3)c3ccccc3n2)c1	-4%	-18%
COc1ccc(C(=O)NCC(c2ccc(Cl)cc2)N2CCCCC2)cc1 (centres undefined)	18%	1%
Cc1nn(-c2ccc(F)cc2)c(-n2cccc2)c1C(=O)NCCCN1CCN(c2ccccc2F)CC1	0%	-1%
COc1ccc(OCc2nc3c4c(-c5ccccc5)c(-c5ccccc5)oc4ncn3n2)cc1	-14%	-15%
Continuation.
SMILES	FUS suppressor	Abeta rescue
Cc1ccc(Cn2c(=O)c3c(nc4n3CCN4c3cc(C)cc(C)c3)n(C)c2=O)cc1	-9%	8%
CCc1ccccc1NS(=O)(=O)c1ccc2c(c1)CCCN2C(=O)C1CCC1	46%	-26%
CCCn1cc(S(=O)(=O)c2cccc(Cl)c2)c(=O)c2cc(F)c(N3CCCC3)cc21	1%	-3%
COc1cccc(NC(=O)Cn2c(=O)n(CCc3cccc(C)c3)c(=O)c3ccccc32)c1	14%	-4%
CCn1c(=N)c(C(=O)NC2CCCC2)cc2c(=O)n3ccccc3nc21	-13%	7%
CCc1ccccc1NC(=O)CSC1=Nc2ccccc2C2=NC(Cc3ccccc3)C(=O)N12 (centres undefined)	u	-1%
COc1cc(OC)cc(C(=O)Nc2nnc3n2CCS3)c1	2%	-22%
CCCOc1ccc(NC(=O)CC2C(=O)N(c3ccc(C)cc3)C(=O)N2Cc2cccc(OC)c2)cc1 (centres undefined)	0%	4%
COc1ccc(C)cc1NC(=O)C(=O)NCCc1sc(-c2ccc(Cl)cc2)nc1C	-28%	-12%
Cc1cccc(OCCCCn2c(C3CC(=O)N(c4ccc(C)cc4C)C3)nc3ccccc32)c1 (centres undefined)	u	-25%
Cc1ccc(NC(=O)CSc2nnc(N)s2)c(C)c1	15%	-8%
CN1CCN(CCCNC(=O)c2cnn(-c3ccc(F)cc3)c2-n2cccc2)CC1	-12%	-3%
Cc1ccc(Nc2c(-c3c[nH]c4ccccc34)nc3cc(C)ccn23)cc1	u	3%
CCN(CC)S(=O)(=O)c1nnc(NC(=O)c2ccc(C(C)C)cc2)s1	-21%	-16%
Cc1nc2c(C(=O)NCCc3ccc(Cl)cc3)cnn2c(C)c1Cc1ccc(F)cc1	32µM*	9%
Cc1ccc(CN(Cc2ccco2)C(=O)c2oc3ccc(C)cc3c2C)cc1	24%	-7%
CCn1cc2nc(SCc3c(F)cccc3Cl)n(CCc3ccccc3)c(=O)c2n1	17%	-15%
Cc1oc(-c2ccc(C(=O)NCc3ccccc3)cc2)nc1CS(=O)(=O)c1ccccc1	11%	-12%
COCCNc1nc2c(c(=O)n(C)c(=O)n2C)n1Cc1c(F)cccc1Cl	-23%	-2%
CCCCn1c(=O)c2oc3ccccc3c2n(Cc2cccc(F)c2)c1=O	-12%	-22%
COc1cc(NC(=O)C2CCN(S(=O)(=O)c3ccc4c(c3)oc(=O)n4C)CC2)cc(OC)c1	4%	-14%
CCCCC(=O)NCc1nc2cccnc2n1Cc1ccc(OC)cc1	2%	-16%
CCC1CN(C(=O)N2CCC(C(=O)N3CCN(c4ccccc4F)CC3)CC2)c2ccccc2O1 (centres undefined)	45%	-11%
Cc1ccc(Cn2c(=O)n(-c3cccc(C(F)(F)F)c3)c(=O)c3c(C)c(C)sc32)c(C)c1	0%	-9%
COc1ccccc1NC(=O)CN(c1ccc(C(C)C)cc1)S(=O)(=O)c1c(C)noc1C	38%	10%
COc1cc(OC)c(N(C)C(=O)c2cc3c(s2)-c2ccccc2OC3)cc1Cl	4%	-24%
Cc1ccc(NC(=O)CCc2c(C)nc3ncnn3c2C)cc1Cl	-9%	-11%
COc1cc2c(=O)c(C(=O)c3ccc(F)cc3)cn(Cc3cccc(F)c3)c2cc1OC	14%	6%
CCOC(=O)c1noc2ncnc(Nc3cc(Cl)c(OC)cc3OC)c12	-10%	2%
O=C(Nc1ccc(F)cc1Cl)c1cnc(N2CCOCC2)c2ccccc12	-11%	-8%
O=C(NC1CCCc2ccccc21)c1ccc2c(c1)sc1nc(-c3ccc(F)cc3)cn12 (centres undefined)	10%	-6%
COc1ccc(OCc2nc3c4c(-c5ccc(OC)cc5)c(-c5ccc(OC)cc5)oc4ncn3n2)cc1	-18%	-15%
CCOc1ccc(NC(=O)Cn2cc(C(=O)c3ccc(C)c(C)c3)c(=O)c3cc4c(cc32)OCCO4)cc1	-29%	-14%
COc1ccc(Br)cc1CNC(=O)c1cc2ccccn2n1	29%	-12%
Cc1csc2nc(-c3ccc(NS(=O)(=O)c4cc(F)ccc4F)cc3)cn12	26%	-4%
CCOc1ccc(CNC(=O)c2cnc3c(C)cccn3c2=O)cc1	-2%	-1%
CCC(=O)N1c2ccccc2CC1C(=O)NCCCN1CCN(c2ccccc2)CC1 (centres undefined)	-1%	-26%
COc1ccc(C)cc1NC(=O)c1cc(S(=O)(=O)N2CCC(C)CC2)ccc1F	7%	-3%
O=C(CN1C(=O)CCc2cc(Br)ccc21)Nc1ccc(OC(F)(F)F)cc1	-3%	12%
Cc1cc(O)c2c(C)c(CC(=O)NCc3ccccc3Cl)c(=O)oc2c1	-1%	-16%

Two entries from above, as a markdown table:
| molecule | FUS suppressor | Abeta rescue |
| --- | --- | --- |
| COC(=O)CC1Oc2ccc(C)cc2-n2cc(-c3ccc(C)cc3)nc21 (centres undefined) | 24% | -12% |
| Cc1cccc(NC(=O)CSc2nc3n[nH]c(C)c3c(=N)n2-c2cccc(Cl)c2)c1 | -3% | -9% |

(cont.)
SMILES	FUS suppressor	Abeta rescue
CCC(C(=O)NCCc1ccc(OC)c(OC)c1)n1nc(C)c2sc3ccccc3c2c1=O (centres undefined)	-6%	7%
CCOc1ccc(NC(=O)NCCCN2CCN(c3ccc(OC)cc3)CC2)cc1	-4%	-8%
CCOc1ccc(NC(=O)CC2C(=O)N(c3ccccc3)C(=O)N2CCc2ccc(OC)cc2)cc1 (centres undefined)	u	-5%
CN(C)c1ccc(CNC(=O)CN2C(=O)c3cccnc3Oc3ccc(Cl)cc32)cc1	6%	-12%
CC(=O)Nc1ccc(S(=O)(=O)Nc2nc3n(n2)C(c2ccccc2)C=C(c2ccc(Cl)cc2)N3)cc1 (centres undefined)	13%	-20%
O=C(CS(=O)(=O)c1nc(-c2ccc(Cl)cc2)cn1-c1ccccc1)Nc1ccc(F)cc1F	u	28%
COc1cc(NC(=O)CSc2nc(-c3ccccc3)no2)cc(OC)c1	-9%	0%
Cc1cccc(N2CCN(C(=O)c3cc4c(=O)n(C)c5ccccc5c4s3)CC2)c1C	-16%	-8%
COCC(C)Nc1ncnc2c1cnn2-c1ccc(C)c(C)c1 (centres undefined)	-2%	2%
O=C(Cn1cc(S(=O)(=O)Cc2ccc(F)cc2)c2ccccc21)NCCc1ccccc1	15%	1%
Cc1cccc(C)c1N1CC(c2nc3ccccc3n2CC(=O)OC(C)C)CC1=O (centres undefined)	34%	-6%
Cc1cc(=O)[nH]c2nnc(SCc3c(F)cccc3Cl)n12	23%	3%
CCc1ccc(NS(=O)(=O)c2ccc3[nH]cc(C(=O)NCCc4ccccc4)c(=O)c3c2)cc1	-25%	7%

In the list so far, these have an aryl thioether with sulfur outside any ring:
SMILES	FUS suppressor	Abeta rescue
COc1ccc(NC(=O)CSc2nnc3scc(-c4ccc(Cl)cc4)n23)cc1	-1%	-2%
Cc1ccc(CN2CCc3nc(SCC(=O)Nc4cccc(C)c4C)[nH]c(=O)c3C2)cc1	15%	-24%
O=C(CSc1nc(=O)n(Cc2ccncc2)c2c1CCC2)Nc1ccccc1	5%	-11%
Cc1ccccc1NC(=O)CSc1nnc(-c2cccs2)o1	5%	-7%
Cc1cccc(NC(=O)CSc2nc3n[nH]c(C)c3c(=N)n2-c2cccc(Cl)c2)c1	-3%	-9%
CCn1c(=O)cc(SCC(=O)NCc2ccc(F)cc2Cl)c2ccccc21	-5%	-10%
CC(C)(C)c1ccc(-c2nc(NC(=O)CSc3ncnc4sc5c(c34)CCCC5)ns2)cc1	7%	-3%
Cc1ccc(NC(=O)CSc2nnc(N)s2)c(C)c1	15%	-8%
CCn1cc2nc(SCc3c(F)cccc3Cl)n(CCc3ccccc3)c(=O)c2n1	17%	-15%
COc1cc(NC(=O)CSc2nc(-c3ccccc3)no2)cc(OC)c1	-9%	0%
Cc1cc(=O)[nH]c2nnc(SCc3c(F)cccc3Cl)n12	23%	3%

This is a subset; count on the stated rates, not on these rows.
